# Screening data from PubChem.
# IDE cell activ: IDE (human) activation, cell-based; P14735; activation, % at 5.96 µM; HEK cells, FAbeta-B cleavage, fluorescence polarization; 0% vehicle, 100% cell-free pure enzyme wells; 340,000 compounds, 0.073% hits;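 active = activation above the mean of all tested compounds plus 3 SD, set per screening campaign, cut at about 17% in these data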
# Target sequence (P14735 whole entry, looked up): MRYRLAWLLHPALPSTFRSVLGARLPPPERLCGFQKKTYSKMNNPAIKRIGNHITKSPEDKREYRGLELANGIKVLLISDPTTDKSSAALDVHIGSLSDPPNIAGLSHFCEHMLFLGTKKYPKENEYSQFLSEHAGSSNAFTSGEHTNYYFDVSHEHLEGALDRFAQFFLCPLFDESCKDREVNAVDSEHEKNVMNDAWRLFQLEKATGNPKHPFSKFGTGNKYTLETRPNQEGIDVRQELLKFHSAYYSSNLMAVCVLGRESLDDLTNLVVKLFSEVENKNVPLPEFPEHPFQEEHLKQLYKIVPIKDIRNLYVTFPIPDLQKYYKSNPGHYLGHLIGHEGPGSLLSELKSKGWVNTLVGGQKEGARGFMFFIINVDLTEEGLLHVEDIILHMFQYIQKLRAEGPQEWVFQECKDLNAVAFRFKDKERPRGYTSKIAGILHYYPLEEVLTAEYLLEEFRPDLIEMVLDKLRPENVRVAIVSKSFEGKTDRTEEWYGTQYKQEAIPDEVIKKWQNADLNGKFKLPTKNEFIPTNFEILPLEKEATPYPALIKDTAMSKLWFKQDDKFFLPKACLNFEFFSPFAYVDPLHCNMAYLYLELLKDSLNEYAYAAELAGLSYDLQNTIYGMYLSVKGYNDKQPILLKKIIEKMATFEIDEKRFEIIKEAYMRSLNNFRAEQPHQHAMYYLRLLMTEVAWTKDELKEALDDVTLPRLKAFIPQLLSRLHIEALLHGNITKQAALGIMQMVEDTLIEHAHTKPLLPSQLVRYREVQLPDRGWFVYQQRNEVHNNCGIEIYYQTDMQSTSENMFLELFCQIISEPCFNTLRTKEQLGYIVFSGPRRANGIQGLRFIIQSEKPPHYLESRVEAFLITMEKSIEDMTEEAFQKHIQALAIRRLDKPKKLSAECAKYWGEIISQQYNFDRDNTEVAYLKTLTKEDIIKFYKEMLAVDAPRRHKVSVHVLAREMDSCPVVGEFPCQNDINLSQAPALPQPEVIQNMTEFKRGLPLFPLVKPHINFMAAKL
# Starred values were filed as active, the others as inactive. These rows are one share of the data; rates above refer to the full screens.
SMILES,IDE cell activ
CC(NC(=O)COC(=O)c1cc(=O)c2ccccc2o1)c1ccccc1 (configuration not stated),3
C=CCN(c1ccccc1)S(=O)(=O)c1cccc(C(=O)NNC(=O)c2ccccc2O)c1,0
CCOC(=O)c1c(NC(=O)CSc2ncccn2)sc(C(=O)NC)c1C,1
Cc1ccc(C)c(S(=O)(=O)NC2CCS(=O)(=O)C2)c1 (configuration not stated),-4
O=C(CCC(=O)c1cccs1)NCC(c1ccc(F)cc1)N1CCOCC1 (configuration not stated),-2
O=C1CCCCC1CCc1ccncc1 (configuration not stated),-3
COc1ccc(C(=O)N2CCN(S(=O)(=O)c3ccc(C)cc3C)CC2)cc1S(=O)(=O)N1CCOCC1,1
Nc1nc(=O)c2ccccc2s1,-6
CCN(C[C@H]1N[C@@](Cc2ccccc2)(C(=O)OC)[C@H]2C(=O)N(C)C(=O)[C@@H]12)C(=O)c1ccccc1,0
COc1ccc(C(CNC(=O)CSc2ccc(Br)cc2)N2CCOCC2)cc1 (configuration not stated),3
COc1ccc(OC)c(Cc2cnc3nc(N)nc(N)c3c2C)c1,-23
O=C(Nc1cc(S(=O)(=O)N2CCOCC2)ccc1N1CCOCC1)c1ccccc1Cl,7
O=C(NCC1(N2CCOCC2)CCCCC1)c1cccc(S(=O)(=O)Nc2ccc(F)cc2)c1,2
COc1ccccc1NC(=O)COC(=O)c1c[nH]c2ccccc12,-3
O=C(OCc1ccc([N+](=O)[O-])cc1)C1CC(=O)N(CCc2ccccc2)C1 (configuration not stated),0
CC(Oc1cccc(Cl)c1)C(=O)Nc1ccc(S(=O)(=O)N(C)C2CCN(C)CC2)cc1 (configuration not stated),8
O=C1NC(=O)C(=Cc2ccc(Cl)cc2Cl)S1,3
CC(C)c1nc2sc3c(SCCN(C)C)ncnc3c2c2c1CCC2,-2
CCCCn1c(N)c(N(CCC(C)C)C(=O)CCN2C(=O)C3CC=CCC3C2=O)c(=O)[nH]c1=O (configuration not stated),3
Cc1cccc(CSc2nc3ccccc3c(=O)n2C)c1,-6
O=C(c1cccc(S(=O)(=O)N2CCc3ccccc32)c1)N1CCN(CCO)CC1,-4
Cn1nc(C(=O)NNC(=O)c2ccccc2F)c2ccccc2c1=O,-5
O=C(O)C1C2CCC(CC2)C1C(=O)O (configuration not stated),-1
N#Cc1c(N)[nH]c2ccc(Sc3ccccc3)cc12,-2
CC(NC(=O)c1ccc2c(=O)n3c(nc2c1)CCCCC3)c1ccccc1 (configuration not stated),4

# New compounds follow
SMILES,IDE cell activ
N#CCCN(Cc1cccnc1)C(=S)NC(=O)c1ccccc1,3
CN(C(=O)c1cccc(NC(=O)Cc2ccc(NC(=O)C3CCN(S(=O)(=O)c4cccc([N+](=O)[O-])c4)CC3)cc2)c1)C1CC1,4
COc1ccccc1C(=O)NCCC(=O)NCc1ccccn1,-1
C=CCn1c(SCC(=O)N(CC)C2CCS(=O)(=O)C2)nc2scc(-c3ccccc3)c2c1=O (configuration not stated),3
N#Cc1ccc(CN2CCN(C(=O)c3cn(Cc4ccccc4)nc3-c3cccnc3)CC2)cc1,2
Cn1nc(C(=O)NC2CCC(O)CC2)c2ccccc2c1=O (configuration not stated),2
CN(C)C(=O)CCc1ccc2c3c([nH]c2c1)[C@]1(C)[C@@H](C(=O)N2CCCCC2)C[C@H](CC(=O)NCCCn2ccnc2)C(=O)N1CC3,-1
Cn1c(=O)c2[nH]c(Cc3ccsc3)nc2n(C)c1=O,0
Cc1cccc([C@@H]2[C@@H]3C(=O)N(Cc4ccccc4)C(=O)[C@@H]3[C@]3(CC(C)C)C(=O)N(c4cccc(F)c4)C(=O)N23)c1,1
CCc1noc(C)c1C(=O)OCC(=O)NCc1ccc(Cl)cc1,6
COC(=O)c1c(-c2ccccc2OC)sc2ccc(OC)cc12,4
CC1C(=O)N2CCCc3cc(NC(=O)C(=O)NCCc4ccccc4)cc1c32 (configuration not stated),5
O=C(Nc1ccc(F)cc1Cl)c1ccc2c(=O)n3c(nc2c1)CCC3,1
CN(CC(=O)Nc1ccccc1Br)C(=O)c1cccc(S(=O)(=O)NCc2ccccc2)c1,0
COc1ccc2[nH]c3c(c2c1)CCN1C(=O)C(CC(=O)NCc2cccc(C(F)(F)F)c2)C[C@H](C(=O)N2CCCCC2)[C@@]31C (some centres not stated),3
CCCCCC(=O)N1CCN(S(=O)(=O)c2ccc3c(c2)OCCO3)CC1,7
O=C(C1CCC1)N1CCN(S(=O)(=O)c2ccc(Br)cc2Cl)CC1,0
Cc1ccc(OCC(=O)N2CCC3(CC2)CC(=O)c2ccccc2O3)cc1,0
Cc1ccc(NC(=O)c2nc[nH]c2C(=O)NCc2ccccc2)cc1,1
O=C(CSc1n[nH]c(=O)n1C1CC1)Nc1ccc(F)c(Cl)c1,4
O=C(COC(=O)c1cc(S(=O)(=O)N2CCOCC2)ccc1F)Nc1c(Cl)cccc1C(F)(F)F,-2
O=C(Nc1cccc(-c2ccc(N3CCOCC3)nn2)c1)c1ccccc1Cl,0
CCc1ccc([C@H]2C(C(=O)O)=C[C@@H](C(C)(C)C)N2S(=O)(=O)c2ccc(C)cc2)cc1,1
CC(=O)c1c(C)[nH]c(C(=O)CN(C)CC(=O)Nc2ccccc2Cl)c1C,4
C[C@H](CO)N1C[C@H](C)[C@@H](CN(C)Cc2ccccc2)Oc2c(NS(=O)(=O)c3cn(C)cn3)cccc2C1=O,3

# Looked up above.
# Entry of CC(NC(=O)COC(=O)c1cc(=O)c2ccccc2o1)c1ccccc1 (configuration not stated) under IDE cell activ: 3
# Entry of Cc1cccc(CSc2nc3ccccc3c(=O)n2C)c1 under IDE cell activ: -6
# Entry of O=C(Nc1cc(S(=O)(=O)N2CCOCC2)ccc1N1CCOCC1)c1ccccc1Cl under IDE cell activ: 7

# Other entries.
SMILES,IDE cell activ
O=[N+]([O-])c1ccccc1C=NN1CCCCCC1,7
Cn1cnnc1SCC(=O)NC1CC1,4
CCN(Cc1ccccc1)C(=O)c1ccc(C)c(S(=O)(=O)N2CCCCC2)c1,1
COC(=O)c1ccc(CSc2nc(C(F)F)cc(C)c2C#N)o1,5
CC(C)C[C@H]1CN=C(Nc2ccccc2)N1CC(C)C,2
CC(=O)c1ccccc1NC(=O)CN1C(=O)NC2(CCCCCCC2)C1=O,5
CCC(C)c1ccc(S(=O)(=O)N2CCN(CC(O)COCC3CCCO3)CC2)cc1 (configuration not stated),1
Cc1nccn1CC(=O)c1ccc(O)c(O)c1,3
Cc1cc(C=O)c(C)n1-c1ccc(NC2CCCC2)c([N+](=O)[O-])c1,-1
CCN(CC(=O)Nc1ccc2c(c1)OCCO2)Cc1nc2cc(Cl)ccc2c(=O)[nH]1,1
COc1cccc(CNC(=O)C(=O)NCCC2CCCCN2S(=O)(=O)c2ccc(C)cc2)c1 (configuration not stated),2
Cc1cccc(-n2c(SCC(=O)N(C)C3CCS(=O)(=O)C3)nc3ccccc3c2=O)c1C (configuration not stated),-5
Nc1ccn([C@@H]2O[C@H](CO)[C@@H](O)[C@H]2O)c(=O)n1,1
Cc1cccc(Oc2ccc(NS(=O)(=O)c3ccc(C)c(C(=O)O)c3)cc2)c1,4
Cc1onc(-c2c(F)cccc2Cl)c1C(=O)OCC(=O)Nc1cccc(S(=O)(=O)N(C)C)c1,-8
CCCn1c(N)c(N(CCOC)C(=O)c2cc3c(s2)CCC(CC)C3)c(=O)[nH]c1=O (configuration not stated),-2
Cc1cccc(NS(=O)(=O)c2ccc(C)c(C(=O)NNC(=O)c3csc(N4CCOCC4)n3)c2)c1,3
COc1ccccc1N(C)S(=O)(=O)c1ccc(C(=O)Nc2nc(C)c(C(C)=O)s2)cc1,2
CC(=O)C1(O)CCC2C3CCC4CC(O)CCC4(C)C3C(=O)CC21C (configuration not stated),0
CN(C)S(=O)(=O)c1cccc(NC(=O)CCc2nc3cc(S(=O)(=O)N4CCOCC4)ccc3n2C)c1,-1
COc1ccc(CN2C(=O)C(CC(C)C)Nc3ncnc(N4CCN(c5ccccn5)CC4)c32)cc1 (configuration not stated),-3
CCCCn1c(N)c(N(CC)C(=O)c2cc(S(=O)(=O)N3CCCCCC3)ccc2OC)c(=O)[nH]c1=O,-1
O=C(NN=Cc1ccc(N2CCOCC2)s1)c1ccc([N+](=O)[O-])cc1,-2
C=CCn1c(SCC(=O)Nc2cc(C)on2)nnc1-c1ccccc1OC,0
CC(C)CN1C(=O)C(=O)N(CC(=O)c2ccc[nH]2)C1=O,6

# 2 entries from above in another layout.
SMILES	IDE cell activ
O=[N+]([O-])c1ccccc1C=NN1CCCCCC1	7
Cn1cnnc1SCC(=O)NC1CC1	4

# (list continues)
SMILES,IDE cell activ
O=C(COC(=O)CNC(=O)c1ccc([N+](=O)[O-])o1)Nc1ncc(C(F)(F)F)cc1Cl,3
CCCCn1c(N)c(N(C(=O)CSc2nncn2-c2ccccc2)C2CCCC2)c(=O)[nH]c1=O,3
O=C(NCc1ccco1)c1ccccc1SCC(=O)N1CCCC1,3
Cc1cc(C(=O)N2CC(C)CC(C)C2)c(C)o1 (configuration not stated),5
CC(Sc1nc(N)cc(=O)[nH]1)C(=O)NCC(=O)Nc1ccc(F)c(F)c1F (configuration not stated),4
COc1ccccc1NC(=O)COC(=O)c1cc2c(s1)CCC2,3
Cn1nc(C(=O)NCCc2ccc3c(c2)OCCO3)c2ccccc2c1=O,-3
CCOC1=NC(=C(c2ccccc2)c2ccccc2)OC1=O,2
COc1cccc(NC(=O)CN(C)C(=O)c2c(C)nn(CC(C)C)c2Cl)c1,1
C=CC[C@@H](CC(=O)NCCO)C(=O)N[C@@H](COC(=O)[C@@H](CC=C)CC(=O)OC(C)(C)C)Cc1c[nH]c2ccccc12,2
OCCN(Cc1cccnc1)Cc1ccccn1,-4
COc1cccc(NC(=O)CN(C)C(=O)c2cc(S(=O)(=O)N3CCCCCC3)ccc2OC)c1,3
CCCCCCCC(=O)OCC(COC(=O)CCCCCCC)OC(=O)CCCCCCC,5
C/C(=C\c1ccc2c(c1)OCO2)C1Nc2cccc3cccc(c23)N1,-1
C=CCC[C@@H](Cc1ccc(F)cc1)C(=O)OC[C@@H](Cc1c[nH]c2ccccc12)NC(=O)[C@@H](CC=C)CC(=O)N(CCO)Cc1ccccc1,5
O=S(=O)(O)c1ccc(SCc2ccccc2)nc1,2
COc1cc(Cl)c(C)cc1NC(=O)CN1C(=O)C2CC=CCC2C1=O (configuration not stated),4
CNC[C@@H]1Oc2c(NC(=O)Nc3ccc(F)cc3)cccc2C(=O)N([C@H](C)CO)C[C@@H]1C,-3
COc1cc(OC)cc(C(=O)NCC(=O)NCc2ccccn2)c1,-1
CC1Cc2ccccc2N1C(=O)CN(C)CC(=O)Nc1ccc(F)cc1 (configuration not stated),2
CCOc1ccc(S(=O)(=O)N2CCN(C(=O)c3cc(S(=O)(=O)N4CCOCC4)ccc3C)CC2)cc1,3
O=C1CC/C=C\C[C@@H](CC(=O)N(CCO)Cc2ccccc2)C(=O)N[C@H](Cc2c[nH]c3ccccc23)CO1,2
C#CCOCCOCCOCCNc1nc(N2CCN(C(=O)CCCCCCCCCCNC(=O)Cn3cc(CCCCCN)nn3)CC2)nc(N2CCN(C(=O)CCCCCCCCCCNC(=O)[C@H]([C@@H](C)CC)n3cc(CCCCN=C(N)N)nn3)CC2)n1,42*
COC(=O)c1c(-c2ccccc2OC)sc2cc3c(cc12)OCO3,-1
O=c1[nH]c2cnn(-c3ccccc3)c2c(=O)n1O,0

# Continued:
SMILES,IDE cell activ
COc1ccc(S(=O)(=O)N2CCN(CC(=O)NCCc3cccs3)CC2)cc1,-5
Cc1c(Cl)cccc1Nc1n[nH]c(=S)s1,-28
COc1ccc(C(=O)c2ccccc2CN2C(=O)c3ccccc3C2=O)cc1,-1
CCn1c(C)nc2cc(C(=O)NN=Cc3ccc([N+](=O)[O-])cc3)ccc21,-2
O=C(c1cccc(S(=O)(=O)N2CCCCCC2)c1)N1CCN(Cc2ccccc2)CC1,0
COc1cc(OC)c(OC)cc1CNC(=O)c1cc(S(=O)(=O)N(C)c2ccccc2OC)ccc1C,5
COc1cccc(NC(=O)CN(C)C(=O)C(Sc2ccccc2)c2ccccc2)c1 (configuration not stated),5
CC12CCC(=O)N1C(C(=O)NCc1ccccc1F)CS2 (configuration not stated),0
O=C(O)c1ccccc1C(=O)OC1CCCC2CCCC21 (configuration not stated),-1
CC(Sc1nnc(COc2ccc(Cl)cc2)o1)C(=O)Nc1ccc(N2CCOCC2)cc1 (configuration not stated),5
CCOCCn1c(C)c(C(=O)OCC)c2cc(O)c3ccccc3c21,1
CCN(C(=O)CSc1nc2ccccc2o1)C1CCS(=O)(=O)C1 (configuration not stated),0
CCCOc1ccc(/C=C/C(=O)OCC(=O)N(C)c2c(N)n(Cc3ccccc3)c(=O)[nH]c2=O)cc1OCC,-2
CC(=O)c1ccccc1NC(=O)CSCc1nc2sc(C)c(C)c2c(=O)[nH]1,-5
CCOC(=O)N1CCN(C(=O)CSc2nc(=O)n3cccc(C)c3n2)CC1,3
CCOc1ccccc1N1CC(C(=O)Nc2cc(S(=O)(=O)N3CCOCC3)ccc2OC(C)C)CC1=O (configuration not stated),3

# Structural class, the entries above containing a thiophene ring, fused or not (12)
SMILES,IDE cell activ
CCOC(=O)c1c(NC(=O)CSc2ncccn2)sc(C(=O)NC)c1C,1
O=C(CCC(=O)c1cccs1)NCC(c1ccc(F)cc1)N1CCOCC1 (configuration not stated),-2
CC(C)c1nc2sc3c(SCCN(C)C)ncnc3c2c2c1CCC2,-2
C=CCn1c(SCC(=O)N(CC)C2CCS(=O)(=O)C2)nc2scc(-c3ccccc3)c2c1=O (configuration not stated),3
Cn1c(=O)c2[nH]c(Cc3ccsc3)nc2n(C)c1=O,0
COC(=O)c1c(-c2ccccc2OC)sc2ccc(OC)cc12,4
CCCn1c(N)c(N(CCOC)C(=O)c2cc3c(s2)CCC(CC)C3)c(=O)[nH]c1=O (configuration not stated),-2
O=C(NN=Cc1ccc(N2CCOCC2)s1)c1ccc([N+](=O)[O-])cc1,-2
COc1ccccc1NC(=O)COC(=O)c1cc2c(s1)CCC2,3
COC(=O)c1c(-c2ccccc2OC)sc2cc3c(cc12)OCO3,-1
COc1ccc(S(=O)(=O)N2CCN(CC(=O)NCCc3cccs3)CC2)cc1,-5
CC(=O)c1ccccc1NC(=O)CSCc1nc2sc(C)c(C)c2c(=O)[nH]1,-5
